Source: PubChem BioAssay (Sanford-Burnham Center for Chemical Genomics)
EphA4 KYL inhibition: inhibitors of EphA4 binding to KYL peptide, primary screen, biochemical, colorimetric, mouse EphA4 (AID 689) | one-dose inhibition, % at 10 µM; IC50 in µM for titrated hits | 62,000 tested, 0.1% active | Ephrin type-A receptor 4 (Mus musculus) | EphA4-AP binding to KYL peptide, pNPP A405; higher % means a stronger effect; in the data active means a potency from the dose series; inactive means the rest, 99 in 100 with inhibition below about 22%
* = called active by the depositor; & = joins results of further samples. The list is partial. The share of hits here may be higher or lower than overall.

smiles	EphA4 KYL inhibition
COc1ccc2nc(NC(=O)CN3C(=O)c4ccccc4C3=O)sc2c1	-6%
CCCCN1C(=O)NC(NS(=O)(=O)c2ccc(N)cc2)(C(F)(F)F)C1=O (stereo not drawn)	5%
CCCN(Cc1ccc(N(CC)CC)cc1)CC1CC1	-9%
CCc1ccccc1NC(=O)CN1CCC(NC(=O)COC)CC1	-16%
O=C(Nc1nccs1)c1ccc(Cl)s1	1%
COC(=O)c1cc(Cl)c(N)cc1OC	-7%
O=C(Nc1ccccc1Cl)c1ccccc1Cl	-9%
CCOC(=O)c1ccc2c(c1)N(CC(=O)N1CCCC1)C(=O)C(C)(C)O2	4%
Cc1ccc(/C(N)=N/OC(=O)c2cc(-c3ccccc3)nc3ccccc23)cc1	-13%
Cc1ccc(C(=O)OCC(=O)Nc2cc(F)ccc2F)cc1NC(=O)c1ccco1	-36%
C=CCn1c(SCC(=O)Nc2ccc3c(c2)OCO3)nnc1-c1ccccc1OC	-7%
CC(C)CNC(=O)c1ccc2c(c1)C(=O)N(CC(C)C)C2=O	-13%
O=C(CN1C(=O)CC(c2ccco2)Sc2ccccc21)NCC1CCCO1 (stereo not drawn)	-12%
Cc1ccccc1N1C(=O)C(Cl)=C(N2CCCCCC2)C1=O	-9%
CCCCc1ccc(-c2ccc(C)cc2O)nc1	-5%
Cc1ccc(S(=O)(=O)NC(=O)Nc2c(C)n(C)n(-c3ccccc3)c2=O)cc1	-21%
CCOC(=O)C1=C(C)NC(=O)C(C(N)=O)C1c1ccccc1 (stereo not drawn)	-21%
COc1ccc(OC)c(NC(=O)CNC(=O)Cn2c(C)cc3ccccc3c2=O)c1	-12%
CCOc1ccc(NC(=O)C(=O)NCC2CCCN2CC)cc1 (stereo not drawn)	-5%
COc1ccc(S(=O)(=O)Nc2ccc3c(c2)COC3=O)cc1OC	-9%
CN(C)C(=S)NCc1ccccc1	-3%
Cc1ccc(-c2nnc(Nc3ccccc3)o2)cc1	-6%
O=C(CN1C(=O)c2ccccc2S1(=O)=O)NC1CC2CCC1C2 (stereo not drawn)	-3%
CCOc1cc(C2NC(=O)NC(c3ccccc3)=C2C(C)=O)ccc1OCC(N)=O (stereo not drawn)	-5%
CC(=O)c1sc(Nc2nc3ccc(F)cc3s2)nc1C	-1%

In another format: results already given
> CC(C)CNC(=O)c1ccc2c(c1)C(=O)N(CC(C)C)C2=O
  EphA4 KYL inhibition = -13%
> O=C(Nc1nccs1)c1ccc(Cl)s1
  EphA4 KYL inhibition = 1%
> COc1ccc(OC)c(NC(=O)CNC(=O)Cn2c(C)cc3ccccc3c2=O)c1
  EphA4 KYL inhibition = -12%

Four compounds already listed, sorted by the number in EphA4 KYL inhibition, highest first:
canonical_smiles	EphA4 KYL inhibition
O=C(CN1C(=O)c2ccccc2S1(=O)=O)NC1CC2CCC1C2 (stereo not drawn)	-3%
COc1ccc(OC)c(NC(=O)CNC(=O)Cn2c(C)cc3ccccc3c2=O)c1	-12%
Cc1ccc(S(=O)(=O)NC(=O)Nc2c(C)n(C)n(-c3ccccc3)c2=O)cc1	-21%
Cc1ccc(C(=O)OCC(=O)Nc2cc(F)ccc2F)cc1NC(=O)c1ccco1	-36%

Further entries follow:
smiles	EphA4 KYL inhibition
Cc1cccc(NC(=O)Nc2ccc3c(c2)N(C)C(=O)CS3)n1	-4%
CCCCNC(=O)CCC(=O)Nc1ncc(-c2ccc(C)cc2)n1C	-2%
CC(NC(=O)c1ccco1)C(=O)Nc1nc(-c2ccccn2)cs1 (stereo not drawn)	-1%
O=C(Nc1cccn2ncnc12)c1ccccc1	-10%
COc1ccc(-c2nn3c(-c4ccc(F)cc4)nnc3s2)cc1	-6%
COc1ccc(OC)c(C(c2nnnn2Cc2ccccc2)N2CCC(C(N)=O)CC2)c1 (stereo not drawn)	-11%
Cc1ccc(SCC(=O)NC(=O)NCc2ccco2)c(C)c1	4%
Cc1cc(C)cc(N(CC(=O)N2CCN(Cc3ccccc3)CC2)S(=O)(=O)c2c(C)noc2C)c1	3%
Cc1cccc(CC2CC(=O)N(c3ccc(/C=C/C(=O)O)cc3)C2=O)c1 (stereo not drawn)	-14%
CCOc1ccccc1NC(=O)CCCOc1ccc(Cl)cc1Cl	16%
C/C(=N\NC(=O)c1cc2ccccc2cc1O)c1ccc2c(c1)OCO2	2%
COc1cccc(-n2nnnc2SCC(=O)Nc2ccc3c(c2)OCCO3)c1	-19%
Cc1sc2ncn(CC(=O)NCCCC(=O)N3CCN(c4ccccn4)CC3)c(=O)c2c1C	-2%
CC(C)COC(=S)Nc1ccccc1	-3%
COc1cc(NC(=O)c2ccc(Cl)cc2)c(OC)cc1Cl	-1%
CC1=NN(c2ccc(N)cc2)C(=O)C1	-8%
COc1ccc(C(=O)Nc2ccc(C)c(Cl)c2)cc1OC	-4%
Cc1nc(COC(=O)c2c(C)nn(-c3ccccc3)c2C)cs1	0%
CCc1ccccc1N(C(=O)CCC(=O)Nc1cc(C)on1)C(C(=O)NC1CCCC1)c1ccco1 (stereo not drawn)	2%
O=C(NC1CCN(C(=S)NCc2ccco2)CC1)NC12CC3CC(CC(C3)C1)C2	-10%
Cc1cccc(C(=O)Oc2ccc(/C=C3/SC(=S)NC3=O)cc2)c1	6%
CCOC(=O)N1CCN(C(=O)c2cccc(OC)c2O)CC1	-17%
COCCn1nnnc1CN(CCc1ccccc1)Cc1cc2ccc(C)cc2[nH]c1=O	-5%
Cc1cccc(N(C(=O)c2csnn2)C(C(=O)NC(C)(C)C)c2cccs2)c1 (stereo not drawn)	-6%
CCn1nnnc1-c1ccc(OC)c(S(=O)(=O)NCCc2ccccc2)c1	1%&0%
Cc1c(Cl)cccc1NC(=O)CN1CCC(NC(=O)C2CCCCC2)CC1	-6%
Cc1cc(C)nc(SCc2nnc(SCC(=O)Nc3nccs3)n2Cc2ccco2)n1	-16%
CN(C)c1cccc(NC(=O)CCc2ccccc2)c1	-6%
CC(C)(C)P(=O)(CO)c1ccccc1 (stereo not drawn)	-9%
CC(=O)N1CCc2cc(S(=O)(=O)NCCN3CCC(C)CC3)ccc21	-6%
c1ccn(-c2ccc(N3CCOCC3)cc2)c1	1%
O=[N+]([O-])c1cccc(/C=C/c2nc3ccc([N+](=O)[O-])cc3[nH]2)c1	-5%
CCN1CCC(=NNC(=O)c2ccco2)CC1	-4%
CCS(=O)(=O)N1CCN(C(=O)c2cccc(OC)c2)CC1	-1%
O=C(CN1C(=O)CSC1=O)Nc1ccc(C(=O)O)cc1	-17%
CCCN1C(=O)c2ccccc2NC1c1ccc2c(c1)OCO2 (stereo not drawn)	2%
Cc1onc(-c2c(F)cccc2Cl)c1C(=O)Nc1nc2ccccc2[nH]1	16%
O=C(COc1ccccc1)NCCc1cn2ccsc2n1	-24%
CN1CCN(C(=O)c2ccc(C3SCC(=O)N3Cc3ccco3)cc2)CC1 (stereo not drawn)	-12%
Cn1c(=O)c2c(nc(N3CCCCCC3)n2CC(O)COc2ccccc2)n(C)c1=O (stereo not drawn)	-1%
CCN1C(=O)N/C(=C/c2ccc(Sc3ccc(C)cc3)o2)C1=O	-5%
COc1ccc2c(c1)C1C=CCC1C(c1cc3c(cc1Br)OCO3)N2 (stereo not drawn)	4%
Cc1cc(-c2ccccc2)nc(N/N=C/c2ccco2)n1	-7%
COc1ccccc1CNC(=O)CNCC1CCCO1 (stereo not drawn)	-4%
O=S(=O)(Nc1nc2ccccc2nc1-n1cnc2ccccc21)c1ccccc1	-11%
CC(C)(C)C(=O)N1CCC(O)(CS(=O)(=O)Cc2ccc(Cl)cc2)CC1	-6%
CC(C)(C)N(C=C(Cl)Cl)C(=O)NC1CCCCC1	-16%
CNC(=O)C1CC(=O)N(CCCc2ccccc2)C(=Nc2ccccc2)S1 (stereo not drawn)	-13%
Cc1ccc(-n2c(C)cc(/C=N/Nc3ccc([N+](=O)[O-])cn3)c2C)cc1	1%
COc1ccc(-c2nnc(SCc3c(C)noc3C)n2N)cc1OC	-14%

Next results follow.
smiles	EphA4 KYL inhibition
Cc1nn(-c2cc(N3CCCCCC3)ccc2[N+](=O)[O-])c(=O)c2ccccc12	-3%
O=C(NCc1ccc2c(c1)OCO2)c1ccco1	-5%
Cc1c(NC(=O)c2cc3n(n2)C(C(F)(F)F)CC(c2ccc(Cl)c(Cl)c2)N3)c(=O)n(-c2ccccc2)n1C (stereo not drawn)	-3%
CCC(c1nnnn1CCc1ccccc1)N1CCN(c2ccc(OC)cc2)CC1 (stereo not drawn)	-14%
Cc1ccccc1NC(C)C(=O)N/N=C/c1ccccc1OCc1cccc(Br)c1 (stereo not drawn)	-6%
COc1ccc(-c2nc3cc(NC(=O)C(C)C)ccc3o2)cc1OC	-6%
O=C(NCC1CCCO1)c1nn2c(c1Cl)NC(c1ccc(F)cc1)CC2C(F)(F)F (stereo not drawn)	-15%
CC(C)Oc1ccc2ccccc2c1C=O	-5%
COC(=O)c1ccc(NC(=O)c2cccc(OC)c2)cc1	8%
NC(=O)c1c(NC(=O)CSc2nnc(-c3ccco3)n2-c2ccccc2)sc2c1CCC2	6%
O=C(NC(=O)N1CCN(c2ccccc2F)CC1)c1ccccc1	0%
O=C(CCN1C(=O)c2ccccc2C1=O)Nc1cccc(S(=O)(=O)N2CCCCC2)c1	-13%
CCOc1cccc(=O)c2c(C)oc(C)c12	-2%
CCOC(=O)C1=C(C)NC(SCC(=O)O)=NC1c1ccccc1 (stereo not drawn)	10%
O=C1Nc2ccccc2/C1=N/c1sc2c(c1C(=O)NCCc1ccccc1)CCCC2	-10%
C=CCOC(=O)/C(=C/c1ccco1)NC(=O)/C=C/c1ccccc1	-6%
COc1ccccc1/C=C/C(=O)NC(=S)N(C)C1CCCCC1	34%
Clc1ccc(Oc2cccc(/C=N/n3cnnc3)c2)cc1	-1%
CCCc1cc(=O)[nH]c(SCC(=O)c2cc(C)n(C3CC3)c2C)n1	-6%
C/C(=C1\SC(N2CCOCC2)=NC1=O)c1ccccc1	-10%
COc1ccccc1C1/C(=C(/O)c2ccc(Cl)cc2)C(=O)C(=O)N1CCN1CCOCC1 (stereo not drawn)	-4%
NC1=NC(=O)/C(=C/c2cc(Br)ccc2OCc2ccccc2)S1	-1%
CS(=O)(=O)N1CCN(Cc2ccncc2)CC1	-20%
O=[N+]([O-])c1cc(S(=O)(=O)Nc2ccc(Cl)cc2)ccc1Cl	5%
CC(C)NC(=O)Cn1c(SCC(=O)N2CCCCCC2)nc2ccccc21	12%
COc1ccccc1NC(=O)COc1ccc(C)c(C)c1	10%
CC(=O)OCCCN1C(=O)c2ccc(Br)cc2C1=O	7%
NC(=O)CNC(=O)[C@@H]1CC2(CC(c3ccccc3)=NO2)CN1C(=O)c1ccc(Br)cc1 (stereo partly drawn)	-4%
CCOC(=O)c1cc(NC(=O)c2ccc(OC)cc2)c(=O)oc1-c1ccccc1	0%
O=C1NC(=S)N(c2ccc(F)cc2)C(=O)C1=Cc1ccc([N+](=O)[O-])s1	32%
COc1ccc(C2C(C#N)=C(N)Oc3cc(N)ccc32)cc1OC (stereo not drawn)	2%
CCOC(=O)c1ccc2c(c1)C(=O)N(C1CCCCC1)C2=O	-10%
O=C(Nc1ccc(Cl)cc1)C1CCN(C(=O)NC2CCCCC2)CC1	-18%
O=C(c1ccco1)N1CCN(S(=O)(=O)c2ccc(S(=O)(=O)NC3CCCCC3)cc2)CC1	-2%
Cn1c(=O)oc2cc(S(=O)(=O)N3CCC(C(=O)N4CC=C(c5ccccc5)CC4)CC3)ccc21	-10%
Cc1ccc(N2C(=O)C=CC2=O)c(Br)c1	-5%
Clc1ccc(C(Sc2ncn[nH]2)c2ccccc2)cc1 (stereo not drawn)	-1%
COc1cc(NC(=O)c2cccc(Cl)c2)c(OC)cc1NC(=O)CN1CCOCC1	0%
CCOc1ccccc1NC(=O)CCN1C(=O)c2ccccc2C1=O	-4%
CCC(=O)NC(=S)Nc1cccc(Cl)c1N1CCCCC1	-11%
C=CCn1c(SCCOC)nc2c1c(=O)[nH]c(=O)n2C	-10%
C=CCn1c(SCC(=O)/C(C#N)=C(\C)N)nnc1C1CCCCC1	-6%
COC(=O)CSc1nnc(CNC(=O)c2ccc(OC)cc2OC)n1C	-2%
Cc1cc(C(=O)CSc2nnc(Nc3ccccc3)s2)c(C)n1CC1CCCO1 (stereo not drawn)	-1%
c1ccc2c(c1)[nH]c1nc3nncn3nc12	-8%
COc1cccc(NC(=O)Cc2c(C(=O)O)[nH]c3ccccc23)c1	0%
COc1ccc(NC(=O)C2CC(=O)N(c3ccc(Br)cc3)C2)c(OC)c1 (stereo not drawn)	-3%
COc1cccc(C2(O)CCN(C(=O)C3CCC3)CC2)c1	-18%
COc1ccc(C2C(C#N)=C(N)Oc3cc(O)ccc32)cc1OC (stereo not drawn)	-11%
COc1ccc(NC(=O)COc2nsnc2N2CCCCC2)cc1	-6%

(further entries)
smiles	EphA4 KYL inhibition
CCOC(=O)c1nc2sc(C)c(C)c2c(=O)[nH]1	-6%
CCOc1ccc(C2=[N+]([O-])C(C)(C)N(O)C2(C)C)cc1	-9%
O=C(Nc1ccc(O)c(-c2nc3ccccc3o2)c1)C1(c2ccccc2)CCCC1	1%
C=CCOc1ccc(NC(=O)C(=O)NCCCn2ccnc2)cc1	-11%
CCCCn1nnnc1NCc1cccc(OC)c1OC	-15%
CCn1ncc(C2=NOC(C(=O)NCc3ccc(OC)cc3)C2)c1C (stereo not drawn)	-8%
CCOC(=O)Cc1nnc(NC(=O)CSc2ccc(C)cc2)s1	-8%
Cc1cccc(/C=C2\C(=O)NN(c3ccccc3)C2=O)c1	10%
